Screening data: PubChem, The Scripps Research Institute Molecular Screening Center
OXTR agonist: human OXTR agonists, primary screen, fluorescence, CHO-OTR cells, Fluo-8 calcium. Oxytocin receptor (Homo sapiens), P30559. activation, % at 3 µM. 0.32% of 320,000 active. Fluo-8 calcium fluorescence; normalized: DMSO 0%, oxytocin 100%. AID 2435, 2010;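 active means activation above the mean of all tested compounds plus 3 SD, cutoff set per screening run, cut at about 20% in these data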;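 further: peak over basal fluorescence ratio from a 100 s FLIPR kinetic read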
Target sequence (P30559 whole entry, looked up): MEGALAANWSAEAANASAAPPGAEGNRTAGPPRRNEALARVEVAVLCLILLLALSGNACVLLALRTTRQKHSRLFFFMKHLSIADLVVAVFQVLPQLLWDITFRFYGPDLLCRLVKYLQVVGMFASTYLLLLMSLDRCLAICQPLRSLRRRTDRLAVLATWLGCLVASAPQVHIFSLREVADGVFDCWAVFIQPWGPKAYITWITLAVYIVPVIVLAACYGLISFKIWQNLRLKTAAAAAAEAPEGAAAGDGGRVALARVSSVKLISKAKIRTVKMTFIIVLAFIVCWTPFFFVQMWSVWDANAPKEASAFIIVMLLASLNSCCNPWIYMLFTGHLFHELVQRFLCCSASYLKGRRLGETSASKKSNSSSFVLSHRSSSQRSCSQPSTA
* marks the source's active call; other numbers are inactive results. An excerpt; rates above refer to the full screens.

SMILES	OXTR agonist
CN(C)C(=O)c1ccc(NC(=O)COC(=O)Cn2cc(C(F)(F)F)ccc2=O)cc1	0.1
O=C1CC(NS(=O)(=O)c2ccc([N+](=O)[O-])cc2)CN1c1ccc2c(c1)OCCO2 (stereo not given)	8.5
CCCCn1c(N)c(N(Cc2ccccc2OC)C(=O)c2ccc([N+](=O)[O-])s2)c(=O)[nH]c1=O	-0.7
COC(=O)[C@]1(C)N[C@H](CN(C)C(=O)Nc2ccccc2)[C@@H]2C(=O)N(Cc3ccccc3)C(=O)[C@@H]21	0.8
CC(=O)c1ccc(OC(C)C(=O)OCC(=O)NCCc2ccccc2)cc1 (stereo not given)	2.1
O=C(CCNS(=O)(=O)c1ccccc1)OCc1nc2ccsc2c(=O)[nH]1	0.4
C=CC[C@@H](Cc1ccc(F)cc1)C(=O)OC[C@H]1CCCN1C(=O)[C@@H](CC=C)CC(=O)N[C@@H](CO)Cc1ccccc1	2.0
O=C(COc1ccccc1)NCC(=O)Nc1ccncc1	1.4
Cc1ccc(S(=O)(=O)Nc2cccc(C(=O)NCCN3CCOCC3)c2)cc1F	1.0
CC(OC(=O)c1ccc2ncsc2c1)C(=O)N(C)C1CCCCC1 (stereo not given)	1.2
COc1ccc([C@@H]2CC=C(C(=O)O)[C@H](c3cccc(Cl)c3)N2S(=O)(=O)c2ccc(C)cc2)cc1OC	-1.1
Cc1cc(C)cc(NC(=S)NC(=O)Cc2ccccc2)c1	3.6
COC(=O)C(Cc1c[nH]c2ccccc12)NC(=O)c1cccc(S(=O)(=O)N2CCCCC2)c1 (stereo not given)	5.3
CC(=O)Nc1ccc(NC(=O)C(C)OC(=O)c2cc(S(=O)(=O)N3CCOCC3)ccc2Cl)cc1 (stereo not given)	0.1
CC(C)C(NC(=O)c1ccc(F)cc1)C(=O)N1CCN(c2ccccn2)CC1 (stereo not given)	-1.2
CN(C)S(=O)(=O)c1cccc(C(=O)Nc2ccc(C(=O)Nc3cccc(S(N)(=O)=O)c3)cc2)c1	1.0
O=C(CC1CCCC1)Nc1cc(C(F)(F)F)ccc1-n1cncn1	-1.0
CC(=O)Nc1cccc(NS(=O)(=O)c2c(C)noc2C)c1	1.2
OCC[C@H]1C[C@H](O)[C@@H](O)[C@@]2(OCc3ccccc32)O1	-0.4
Cc1ccc(Cn2nc(C)c(C(=O)NCC(c3ccc(F)cc3)N3CCOCC3)c2Cl)cc1 (stereo not given)	-2.0
COc1ccc(-c2csc(N3CCC(C(N)=O)CC3)n2)cc1	1.9
COc1ccc(C(=O)N(Cc2ccccc2)c2cccc(C)c2)cc1S(=O)(=O)N1CCOCC1	-0.9
CCc1cc(C(=O)N2CCN(S(=O)(=O)c3ccccc3F)CC2)sc1C	-0.4
COc1ccc(O)c(-c2nc(N)nc(N)n2)c1	0.0
Cc1ccccc1CNC(=O)C(=O)NCC1CCCN1S(=O)(=O)c1ccccc1 (stereo not given)	-0.8
CN(CC(=O)Nc1ccc(Cl)cc1)C(=O)c1ccc(COc2ccccc2)cc1	2.4
O=C(OCC(=O)N1CCOCC1)c1cc2ccccc2oc1=O	0.2
N#Cc1ccc(Oc2ncccn2)cc1	0.0
O=C(Cc1cccc([N+](=O)[O-])c1)Nc1ccc(C(=O)N2CCCCC2)cc1	2.8
CC(=O)N/C(=C\c1ccccc1)C(=O)OCC(=O)c1c(N)n(C)c(=O)n(C)c1=O	-0.2
COc1ccc(-n2nnnc2CNC(=O)C(=O)c2c(C)[nH]c3ccccc23)cc1	1.4
CC(=O)C[C@@H](O)CC(=O)[C@@H]1OC(=O)CCCCCCCc2ccccc21	1.1
Cn1c(N)c(C(=O)COC(=O)CNC(=O)c2ccccc2F)c(=O)n(C)c1=O	0.5
O=C(COC(=O)c1cc(=O)c2ccccc2o1)Nc1ccccc1F	0.9
N#Cc1ccsc1NC(=O)C1CC(=O)N(Cc2ccccc2)C1 (stereo not given)	0.3
CC(C)C(NC(=O)c1c(F)cccc1F)C(=O)NNC(=O)c1ccccc1 (stereo not given)	1.8
CCOC(=O)C1CCCN(C(=O)c2ccc3[nH]c4c(c3c2)CC(C)CC4)C1 (stereo not given)	1.2
CC(C)(C)C(=O)Nc1ccc(S(=O)(=O)NC2=NCCCCC2)cc1	-0.3
Cc1onc(-c2ccccc2)c1C(=O)OCC(=O)NC(C)c1ccc(Cl)cc1 (stereo not given)	4.2
Cc1cccc(C(C)C)c1NC(=O)Cc1ccc(S(=O)(=O)N2CCOCC2)s1	-0.8
O=C(CNC(=O)c1cccs1)NCCc1ccco1	0.7
COC(=O)[C@]1(C)N[C@H](CN(C)S(=O)(=O)c2ccc(OC(F)(F)F)cc2)[C@@H]2C(=O)N(Cc3ccccc3)C(=O)[C@@H]21	0.7
Cc1cc(NC(=O)COc2coc(CN3CCN(c4ccccc4F)CC3)cc2=O)no1	-1.1
O=C(CCNS(=O)(=O)c1ccc(Cl)cc1)OCC(=O)N1CCN(C(=O)c2ccco2)CC1	0.5
COc1cc(OC)c(C(=O)OC(C)C(=O)NCc2ccc3c(c2)OCO3)cc1OC (stereo not given)	-0.8
CCN(Cc1cccs1)C(=O)CN1C(=O)NC(c2ccccc2)(c2ccccc2)C1=O	2.9
COc1cccc(CNC(=O)COC(=O)CNC(=O)c2ccc(-c3ccccc3)cc2)c1	11
NC1(C#Cc2ccc3oc(=O)c(-n4cc(C5(O)CCCCC5)nn4)cc3c2)CCCCC1	9.3
Cc1cc(C)cc(-n2ccnc2SCC(=O)c2c(N)n(C3CC3)c(=O)[nH]c2=O)c1	2.0
COc1cccc(OC)c1C(=O)Nc1ccc(C(=O)c2ccncc2)cc1	1.2

Other results follow.
SMILES	OXTR agonist
O=C(Cc1ccc(S(=O)(=O)N2CCOCC2)s1)NCC(=O)Nc1ccccc1Br	-1.1
CN(c1ccccc1)S(=O)(=O)c1ccc(C(=O)Nc2ccncc2)cc1	8.6
O=C(N[C@H]1C/C=C\C[C@@H](CC(=O)N(CCO)Cc2ccccc2)C(=O)N[C@H](Cc2c[nH]c3ccccc23)COC1=O)OCC1c2ccccc2-c2ccccc21	0.0
CCC(C)N(C(=O)COC(=O)C1CCN(S(=O)(=O)c2ccc(C)c(C)c2)CC1)C1CCS(=O)(=O)C1 (stereo not given)	-1.2
NC(=O)CC[C@H](NC(=O)c1ccc(Cl)cc1)C(=O)NNC(=O)COc1cccc(Br)c1	2.0
CCOc1ccc(NC(=O)CN(C)C(=O)c2cc([N+](=O)[O-])ccc2N2CCCCC2)cc1OCC	-2.1
O=C(COC(=O)c1cc(S(=O)(=O)N2CCOCC2)ccc1Cl)NCc1ccccc1	0.9
CC#C[C@@H](CC)c1ccc2ccn(C)c2c1	-0.6
CC(C)(CNC(=O)c1ccc(S(=O)(=O)Nc2ccccc2F)cc1)N1CCOCC1	0.2
Cc1cccc(NC(=O)CN2CCN(C(=O)c3cccc(-n4cnnn4)c3)CC2)c1C	2.3

Ordered by formula weight (rising): part of the list above.
SMILES	OXTR agonist
CN(c1ccccc1)S(=O)(=O)c1ccc(C(=O)Nc2ccncc2)cc1	8.6
O=C(Cc1ccc(S(=O)(=O)N2CCOCC2)s1)NCC(=O)Nc1ccccc1Br	-1.1
O=C(N[C@H]1C/C=C\C[C@@H](CC(=O)N(CCO)Cc2ccccc2)C(=O)N[C@H](Cc2c[nH]c3ccccc23)COC1=O)OCC1c2ccccc2-c2ccccc21	0.0

(further entries)
SMILES	OXTR agonist
COc1ccc(/C=C/C(=O)Nc2ccc(S(=O)(=O)N3CCOCC3)cc2)c(OC)c1	0.0
Cc1ccc(NC(=O)C(C)Sc2nnc(C3CC3)n2C2CC2)cc1S(=O)(=O)N1CCOCC1 (stereo not given)	-0.2
CC(C)NC(=O)Nc1ccc2c(c1)C(=O)N([C@H](C)CO)C[C@H](C)[C@@H](CN(C)S(=O)(=O)c1ccccc1)O2	0.8
Cc1ccccc1OCC(=O)Nc1cccc(S(=O)(=O)NC2=NCCC2)c1	1.6
CCN(CC(=O)Nc1ccc(NC(C)=O)cc1)C(=O)c1ccc(=O)n(C)n1	0.2
Nc1cnnc(N/N=C\c2ccccc2)c1Cl	-0.2
CC(C)CC(=O)Nc1ccc(C(=O)COC(=O)Cc2n[nH]c(=O)c3ccccc23)cc1	0.9
O=C(NC(Cc1ccccc1)C(=O)N1CCN(S(=O)(=O)c2ccccc2F)CC1)c1ccccc1 (stereo not given)	0.2
O=C(Nc1ccc(Cl)c(S(=O)(=O)N2CCOCC2)c1)C1CCCC1	6.2
CCOC(=O)[C@H]1[C@H]2COc3cc(OC)ccc3[C@@H]2N2C(=O)CN(CCc3c[nH]c4ccccc34)C(=O)[C@@]12C	5.2
O=C1CN(C(=O)COC(=O)CCc2ccccc2)c2ccccc2N1	2.8
Cc1ccn2c(=O)nc(SCC(=O)NCc3ccccc3Cl)nc2c1	-0.1
Cc1ccsc1C(=O)NC1CCCCC1C (stereo not given)	-1.3
CCCCN(C(=O)CN(C)CC(=O)Nc1cccc(OC)c1)c1c(N)n(CCCC)c(=O)[nH]c1=O	1.4
NNc1nc(-c2ccccc2)nc(-c2ccccc2)c1Br	-2.2
COc1ccc(C(CNC(=O)c2ccc(-c3cccc(C(F)(F)F)c3)o2)N2CCOCC2)cc1 (stereo not given)	9.0
CCOc1ccc(N2C(=O)c3ccccc3NC2(C)CC)cc1 (stereo not given)	-1.7
Cc1cc(C)cc(NC(=O)CN2C(=O)C3CC=CCC3C2=O)c1 (stereo not given)	-0.1
COc1ccc(CCN2CC(C(=O)OC(C)C(=O)Nc3cccc(Cl)c3)CC2=O)cc1OC (stereo not given)	-0.1
CC(=O)Nc1ccc(S(=O)(=O)NCC(=O)OCC(=O)NCc2ccc3c(c2)OCO3)cc1	-0.4
CC(C)(C)OC(=O)C[C@H]1C/C=C\C[C@@H](CC(=O)N[C@H](CO)Cc2ccccc2)C(=O)NCCOC1=O	1.1
Nn1c(SCC(=O)N2CCCC2=O)nnc1-c1cccs1	0.7
CCCCn1c(SCC(=O)Nc2ccc(C)c(S(=O)(=O)N3CCOCC3)c2)nnc1C(CC)N(C)C (stereo not given)	-0.4
C=CCn1c(SCC(=O)Nc2cc(C)on2)nnc1-c1ccccc1F	0.7
COc1ccc(S(=O)(=O)N2CCCCCC2)cc1C(=O)Nc1ccc(C)cn1	0.1
COc1ccc(CN([C@H](C)CO)S(=O)(=O)N(Cc2ccccc2)[C@H](CO)C(C)C)cc1	-0.4
N#Cc1ccc(NC(=O)CSc2nc3[nH]c(=O)cc(O)c3s2)cc1	2.1
CC1CCC(NC(=O)C2COc3ccccc3O2)CC1 (stereo not given)	-3.0
COc1ccc(C(=O)N2CCN(S(=O)(=O)c3ccc(Br)cc3)CC2)cc1	8.7
COCCOC(=O)c1c(NC(=O)COC(=O)c2ccc(C)o2)sc(C(N)=O)c1C	-1.1

7 compounds drawn at random from those above:
SMILES	OXTR agonist
COc1ccc(S(=O)(=O)N2CCCCCC2)cc1C(=O)Nc1ccc(C)cn1	0.1
Nn1c(SCC(=O)N2CCCC2=O)nnc1-c1cccs1	0.7
N#Cc1ccc(NC(=O)CSc2nc3[nH]c(=O)cc(O)c3s2)cc1	2.1
CC(C)(C)OC(=O)C[C@H]1C/C=C\C[C@@H](CC(=O)N[C@H](CO)Cc2ccccc2)C(=O)NCCOC1=O	1.1
CCCCn1c(SCC(=O)Nc2ccc(C)c(S(=O)(=O)N3CCOCC3)c2)nnc1C(CC)N(C)C (stereo not given)	-0.4
CC1CCC(NC(=O)C2COc3ccccc3O2)CC1 (stereo not given)	-3.0
COCCOC(=O)c1c(NC(=O)COC(=O)c2ccc(C)o2)sc(C(N)=O)c1C	-1.1

Remaining list, next part:
SMILES	OXTR agonist
C[C@H](NS(=O)(=O)c1ccc(Cl)cc1)C(=O)OCC(=O)N1CCOCC1	0.5
O=C(CCNS(=O)(=O)c1ccccc1)NNC(=O)COc1ccccc1F	0.5
O=C(COc1ccc(-n2cnnn2)cc1)Nc1ccccc1OC(F)F	0.7
O=C(CNC(=O)c1ccc(N2CCCC2=O)cc1)Nc1ccc(F)c(F)c1F	-0.1
CCCN(CC(=O)Nc1ccccc1C)C(=O)c1nn(CC)c(=O)c2ccccc12	-1.2
CN(CC(=O)Nc1ccccc1Cl)C(=O)COC(=O)c1ccc(S(=O)(=O)C(F)F)cc1	0.2
COc1ccc(Cl)cc1NC(=O)COC(=O)C1CC1	-0.9
CCCCCCCCCCCCC/C=C/[C@@H](O)[C@@H](N)CO	-0.4
CC(CCc1ccccc1)NC(=O)CCNS(=O)(=O)c1ccccc1C(F)(F)F (stereo not given)	2.1
O=C(CSC(=S)N1CCCC1)N(Cc1nnc(-c2ccccc2Cl)o1)C1CC1	-0.9
COCCCN(C(=O)CSCc1c(C)noc1C)c1c(N)n(Cc2ccccc2)c(=O)[nH]c1=O	-0.3
COc1ccc(CN2CCN(C(=O)c3ccccc3F)CC2)c(OC)c1OC	-0.4
Cc1noc(C)c1CSCC(=O)OCc1nnc(-c2ccc([N+](=O)[O-])cc2)o1	4.8
COc1ccc(N2C(=NC(=O)c3ccc(Br)cc3)SC3CS(=O)(=O)CC32)cc1 (stereo not given)	1.2
COc1cccc(COC(=O)CCNC(=O)c2ccc(Cl)cc2)c1OC	-2.5
CN(C(=O)c1ccc(NC(=O)Cc2ccc(NC(=O)C3CCN(C(=O)c4ccccc4)CC3)cc2)cc1)C1CC1	0.3
COc1ccc(C(CNC(=O)c2cc(S(=O)(=O)NCc3ccccc3)ccc2C)N2CCOCC2)cc1 (stereo not given)	-1.9
CCOC(=O)[C@H]1[C@H]2COc3ccc(C)cc3[C@@H]2N2C(=O)CN(Cc3ccc(Cl)cc3)C(=O)[C@@]12C	-0.8
COc1ccc(CNC(=O)COC(=O)c2cccc(S(=O)(=O)N3CCOCC3)c2)cc1	1.1
CC(=O)c1ccc(S(=O)(=O)Nc2ccc(-n3cnnn3)cc2)cc1	0.3
O=C(CSc1ccc(Cl)cc1)Nc1nnc(-c2ccco2)o1	0.5
